Compound activity (PubChem BioAssay)
Mdm2 MdmX PPI: inhibitors of human Mdm2-MdmX association, primary screen, cell-based, luminescence, split luciferase, SaOS-2, uHTS; Protein Mdm4 (Homo sapiens) + E3 ubiquitin-protein ligase Mdm2 (Homo sapiens), …; inhibition, % at 8 µM; actives 3% (n = 330,000); SaOS-2 split-luciferase Mdm2/MdmX complementation;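 active means inhibition of at least 50% at 8 µM in the primary screen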
Jurkat NFkB inh: inhibitors of induced NF-kB luciferase reporter, primary screen, TCR NF-kB activation inhibitor project, cell-based, luminescence, uHTS. Jurkat, PMA/ionomycin-induced NF-kB luciferase reporter. inhibition, % at 4 µM. actives 0.53% (n = 330,000). AID 435003, 2010; in the data active means inhibition above about 50%
tim23-1 inh: growth inhibitors of tim23-1 mutant yeast, primary screen, luminescence, uHTS; S. cerevisiae tim23-1 growth, BacTiter-Glo luminescence, 24 h; inhibition, % at 20 µM; actives 1.3% (n = 330,000);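 active means growth inhibition of the mutant yeast at or above 50%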;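 further: temperature-sensitive mutant grown at 25 °C; plate controls were DMSO-treated mutant yeast for no effect and medium wells lacking yeast for full effect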
CHOP UPR activ: activators of apoptotic CHOP UPR arm, primary screen, cell-based, CHO-CHOP luciferase reporter, luminescence, uHTS; actives 0.34% (n = 330,000); AID 449763, 2010; UPR activation; percent of tunicamycin response over DMSO baseline; activation, % at 10 µM;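 active means at 10 µM dose, activation of 40% or more, normalized to positive control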;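 further: 100% = tunicamycin at 10 µg/mL and 0% = DMSO alone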
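System: CHO-CHOP luciferase reporter cell line; amount: 500 cells/well; buffer or medium: F12 medium containing 10% fetal bovine serum; incubation: 6 h compound exposure at 37 °C after overnight seeding; measured by: luciferase luminescence after 10 min with Steady-Glo reagent; evaluation: % reporter activation, DMSO baseline versus tunicamycin full activation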
APJ ag: agonists of human apelin receptor APJ, primary screen, CHO-K1 cells, PathHunter beta-arrestin, luminescence. 0% DMSO wells, 100% apelin. activation, % at 20 µM. actives 0.11% (n = 330,000);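 active means activation more than six SD over the plate average, tested at 20 µM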;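 further: 0% = DMSO alone and 100% = apelin-13 at 10 nM; some results filed as inactive read as strong as hits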
Target sequence (P35414 whole entry, looked up): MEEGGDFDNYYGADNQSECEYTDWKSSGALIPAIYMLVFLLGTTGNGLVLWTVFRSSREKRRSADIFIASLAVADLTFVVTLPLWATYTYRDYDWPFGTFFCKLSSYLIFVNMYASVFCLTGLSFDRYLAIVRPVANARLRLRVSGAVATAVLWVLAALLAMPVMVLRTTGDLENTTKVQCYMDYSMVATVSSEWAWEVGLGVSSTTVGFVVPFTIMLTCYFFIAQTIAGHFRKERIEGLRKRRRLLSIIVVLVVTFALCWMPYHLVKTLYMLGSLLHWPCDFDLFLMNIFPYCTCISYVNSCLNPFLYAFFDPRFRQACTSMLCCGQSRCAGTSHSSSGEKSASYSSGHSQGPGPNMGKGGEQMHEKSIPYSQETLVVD
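system = engineered CHO-K1 APJ arrestin reporter cells | input = 1000 cells per well | timing = overnight seeding, 90 min compound at 25 °C, 1 h detection | measured by = enzyme-fragment complementation luminescence | read-out = beta-arrestin recruitment to APJ as agonist activity, luminescent signal | control set = negative DMSO alone, positive Apelin-13 at 10 nM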
697 NFkB inh: inhibitors of PMA/ionomycin-induced NF-kB reporter, 697 cells, primary screen, B-cell NF-kB inhibitor project, cell-based, luminescence, uHTS; 697 B-cell NF-kB luciferase reporter, 16 h; inhibition, % at 4 µM; actives 0.33% (n = 330,000); in the data active means inhibition above about 35%
APJ antag: antagonists of human apelin receptor APJ, primary screen, CHO-K1 cells, beta-arrestin complementation, luminescence; AID 2521, 2010; inhibition, % at 20 µM; actives 0.32% (n = 330,000); P35414;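 active means inhibition above about 40% at 20 µM, limit read from the data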;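 further: cells challenged with 10 nM apelin-13 agonist together with compound; plate controls were apelin-13 plus DMSO wells for no effect and DMSO wells lacking apelin-13 for full effect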
UPR XBP1 act: activators of adaptive XBP1 UPR arm, primary screen, cell-based, CHO-XBP1 luciferase reporter, luminescence, uHTS. IRE1-XBP1 UPR activation; percent of tunicamycin response, DMSO as zero. activation, % at 20 µM. actives 0.33% (n = 330,000);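 active means versus positive control, 20 µM dose yields 30% or more activation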;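 further: 100% = tunicamycin at 10 µg/mL and 0% = DMSO only wells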
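incubation = overnight seeding at 37 °C, 6 h compound treatment at 37 °C | assay system = CHO-XBP1 cells stably carrying IRE1-XBP1-driven luciferase reporter | input = 1000 cells per well | detection = luciferase luminescence | dosing = single point, 20 µM final compound, 1% DMSO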
Active calls of the source: *. Hits appear at their usual frequency; about 5% have a hit in one of these screens.

1) C/C(=N\OC(=O)c1c(-c2ccccc2Cl)noc1C)c1nccs1
2) CCCS(=O)(=O)c1c(S(=O)(=O)CCC)c2c(C)cccn2c1C(=O)OC
3) CCN(Cc1ccccc1)S(=O)(=O)c1csc(C(N)=O)c1
4) COCC(=O)Nc1cc(OC)cc(OC)c1
5) Cc1cc(C)nc(N2CCCC(C(=O)Nc3nnc(C(C)C)s3)C2)n1 (centres undefined)
6) CCOc1ccc(C2C=C(c3ccccc3)Nc3nnnn32)cc1 (centres undefined)
7) Fc1cccc(Oc2nc3ccccc3n3cccc23)c1
8) COc1ccc(NC(=O)/C=C/c2cc(OC)c(OC)c(OC)c2)cn1
9) CCn1ncc(Br)c1C(=O)Nc1ccc(F)c([N+](=O)[O-])c1
10) CCOc1ccc(Cn2nnc(C(=O)Nc3ccc(OC)cc3OC)c2N)cc1

compound no. | 1 | 2 | 3 | 4 | 5 | 6 | 7 | 8 | 9 | 10
Mdm2 MdmX PPI | 4 | 22 | 3 | -24 | 5 | -227 | 37 | 7 | 17 | -23
Jurkat NFkB inh | 7 | 4 | 4 | 3 | -12 | -59 | -6 | -8 | -2 | 7
tim23-1 inh | 19 | 18 | 0 | 11 | -5 | -16 | 18 | 5 | 29 | 2
CHOP UPR activ | -1.8 | -2.4 | 0.6 | 0.6 | -1.4 | 3.0 | -1.3 | -0.8 | 0.4 | 0.7
APJ ag | -1 | -1 | -5 | -1 | 1 | 10 | -3 | 0 | -1 | -4
697 NFkB inh | -1 | -17 | 0 | 26 | -1 | -77 | -17 | 14 | 8 | -19
APJ antag | 5 | 18 | -7 | 19 | 7 | -12 | -5 | 12 | -10 | 12
UPR XBP1 act | -1 | -1 | -2 | 0 | -3 | 1 | -2 | 1 | -3 | -1

11) Cc1c(OC(C)C(=O)NCc2ccccn2)ccc2c3c(c(=O)oc12)CCCC3 (centres undefined)
12) O=C(c1ccco1)N1CCN(Cc2cc(=O)c(OCc3ccc(F)cc3)co2)CC1
13) COc1ccc(NC(=O)Cn2c(=O)oc3cc(Cl)ccc32)c(OC)c1
14) O=C(Nc1ccc(F)cc1)N1CCN(c2ccc(F)cc2)CC1
15) Cc1c(C(=O)N2CCCCC2)c(S(=O)(=O)NCc2ccc(N(C)C)cc2)c(C)n1C
16) CN1C(=O)CC(N2CCN(C(c3ccccc3)c3ccccc3)CC2)C1=O (centres undefined)
17) FC(F)(F)c1ccc(N2CCN(c3ncnc4c3nnn4Cc3ccccc3Cl)CC2)cc1
18) Cc1cc(C)cc(NC(=O)C(c2ccccc2)N2CCN(CC(=O)NC3CC3)CC2)c1 (centres undefined)
19) CN1C2CCC1CC(N(CCc1ccccc1)C(=O)c1ccc(Cl)cc1)C2 (centres undefined)
20) CCCCN1C(=O)c2ccc(C(=O)OCC(=O)NCCc3ccc(S(N)(=O)=O)cc3)cc2C1=O

compound no. | 11 | 12 | 13 | 14 | 15 | 16 | 17 | 18 | 19 | 20
Mdm2 MdmX PPI | 28 | -5 | 30 | -5 | 5 | 25 | 32 | 3 | -4 | 4
Jurkat NFkB inh | -3 | -14 | 4 | -1 | 8 | 2 | 37 | 19 | -3 | -11
tim23-1 inh | 23 | 0 | 13 | 5 | 10 | 10 | -7 | 9 | 15 | 3
CHOP UPR activ | -1.6 | 1.0 | 0.7 | -0.2 | 6.2 | -2.4 | -1.2 | 1.6 | 3.7 | -0.7
APJ ag | 6 | -2 | -5 | 1 | -1 | -1 | -1 | -1 | 0 | 0
697 NFkB inh | 13 | -3 | 14 | -21 | -2 | 25 | -26 | 25 | 4 | -2
APJ antag | 15 | 19 | 6 | 4 | 5 | 4 | -12 | 2 | 0 | -4
UPR XBP1 act | -3 | -3 | 0 | 0 | -3 | 1 | 0 | -3 | -1 | -1

Given field by field: 4 of the compounds above.
[13] COc1ccc(NC(=O)Cn2c(=O)oc3cc(Cl)ccc32)c(OC)c1
- Mdm2 MdmX PPI = 30
- Jurkat NFkB inh = 4
- tim23-1 inh = 13
- CHOP UPR activ = 0.7
- APJ ag = -5
- 697 NFkB inh = 14
- APJ antag = 6
- UPR XBP1 act = 0

[14] O=C(Nc1ccc(F)cc1)N1CCN(c2ccc(F)cc2)CC1
- Mdm2 MdmX PPI = -5
- Jurkat NFkB inh = -1
- tim23-1 inh = 5
- CHOP UPR activ = -0.2
- APJ ag = 1
- 697 NFkB inh = -21
- APJ antag = 4
- UPR XBP1 act = 0

[15] Cc1c(C(=O)N2CCCCC2)c(S(=O)(=O)NCc2ccc(N(C)C)cc2)c(C)n1C
- Mdm2 MdmX PPI = 5
- Jurkat NFkB inh = 8
- tim23-1 inh = 10
- CHOP UPR activ = 6.2
- APJ ag = -1
- 697 NFkB inh = -2
- APJ antag = 5
- UPR XBP1 act = -3

[16] CN1C(=O)CC(N2CCN(C(c3ccccc3)c3ccccc3)CC2)C1=O (centres undefined)
- Mdm2 MdmX PPI = 25
- Jurkat NFkB inh = 2
- tim23-1 inh = 10
- CHOP UPR activ = -2.4
- APJ ag = -1
- 697 NFkB inh = 25
- APJ antag = 4
- UPR XBP1 act = 1

Additional compounds
21) COc1ccc(N2C(=O)CC(n3c(CCCCO)nc4ccccc43)C2=O)cc1 (centres undefined)
22) Cc1cnc(NC(=O)[C@H](C)N2C(=O)C3CCCCC3C2=O)s1 (some centres undefined)
23) Cc1ccc(CN2CCc3c(OCc4ccc(F)cc4)cccc3C2=O)cc1
24) CCOC(=O)c1cc(NC(=O)Nc2ccc(Br)cc2)c(C)nc1C
25) O=C(COC(=O)C1CCN(S(=O)(=O)c2c(Cl)cccc2Cl)CC1)NCc1ccco1
26) Cc1ccc2nc(-c3ccncc3)c(NC3CCCCC3)n2c1
27) CCOCc1cc(=O)[nH]c(SC)n1
28) O=C1NC(=O)C(Nc2cccc3ccccc23)S1 (centres undefined)
29) CN(C)C(=O)CSc1nnc(-c2cnccn2)n1C
30) Cc1nnc(Oc2ccccc2F)c2ccccc12

compound no. | 21 | 22 | 23 | 24 | 25 | 26 | 27 | 28 | 29 | 30
Mdm2 MdmX PPI | 15 | 0 | 17 | 8 | 10 | 14 | -6 | -6 | 2 | -17
Jurkat NFkB inh | 3 | -18 | 16 | 9 | 9 | -3 | -20 | 6 | -3 | -39
tim23-1 inh | 14 | 7 | 7 | 31 | 14 | 41 | 4 | 11 | 3 | 18
CHOP UPR activ | 3.3 | 1.8 | 2.4 | 0.0 | 1.3 | -0.6 | -0.3 | -0.9 | 2.3 | 2.8
APJ ag | -2 | -6 | -3 | 4 | 0 | -1 | -5 | -3 | -1 | -2
697 NFkB inh | 10 | -1 | -3 | 10 | 8 | 6 | -4 | 10 | 25 | -44
APJ antag | 7 | -3 | -17 | -7 | 13 | -1 | 13 | -7 | -1 | 12
UPR XBP1 act | -2 | 1 | -2 | -1 | 2 | 7 | -3 | 0 | 1 | 0

31) O=C(CSc1nc2nc(-c3cccs3)cc(C(F)(F)F)c2c(=O)[nH]1)NCc1ccco1
32) O=C(CS(=O)(=O)c1ccccc1)NCc1ccco1
33) CCNC(=S)N(CCc1c(C)[nH]c2ccc(C)cc12)Cc1cccnc1
34) Cc1ccc2nsnc2c1S(=O)(=O)N1CCCC1
35) O=C(/C=C/c1ccccc1)Nc1cccc(C(=O)O)c1
36) O=C(COC(=O)c1ccco1)Nc1nc2ccc([N+](=O)[O-])cc2s1
37) CCOC(=O)Cc1c(C)nc(Cc2ccc(OC(C)C)cc2)[nH]c1=O
38) CCOC(=O)c1sc2nc(CSc3nc4ccccc4n3CC)[nH]c(=O)c2c1C
39) Cc1ccc(NS(=O)(=O)c2ccc3c(c2)oc(=O)n3C)c(C)c1
40) Cc1ccccc1CC1(CO)CCCN(C(=O)c2ccc(F)cc2)C1 (centres undefined)

compound no. | 31 | 32 | 33 | 34 | 35 | 36 | 37 | 38 | 39 | 40
Mdm2 MdmX PPI | 0 | 5 | 3 | 14 | 68* | -20 | 20 | -12 | 15 | -30
Jurkat NFkB inh | 8 | 0 | -7 | 17 | 82* | 6 | 12 | 5 | -12 | -10
tim23-1 inh | 11 | 9 | 34 | 9 | -1 | 21 | 4 | 5 | 22 | 24
CHOP UPR activ | -1.4 | 0.0 | -2.8 | -1.4 | -9.9 | 0.9 | 1.8 | 37 | -0.1 | -0.1
APJ ag | -3 | -4 | 0 | -1 | -3 | -4 | 0 | -1 | -1 | 0
697 NFkB inh | 4 | 11 | -3 | 2 | 82* | 20 | 14 | -10 | -14 | -10
APJ antag | 0 | -5 | -6 | 3 | 9 | 8 | 4 | -15 | -13 | -6
UPR XBP1 act | -4 | 1 | -4 | 1 | -13 | 1 | -2 | 21 | -2 | -2

41) C=CCn1c(CCC(=O)Nc2ccc(C)c(Cl)c2)nnc1SCC(=O)Nc1ccccc1C
42) N#Cc1c(-n2cccc2C=O)sc2c1CCCC2
43) COc1cccc(COC(=O)C2CCN(S(=O)(=O)c3ccc(C)cc3)CC2)c1OC
44) CCN(CC)P(=O)(Nc1ccc(Br)cc1)c1c(C)nn(CCC#N)c1NC(=O)c1ccc(Cl)cc1 (centres undefined)
45) CCOC(=O)C1CCN(C(=O)c2ccc(S(=O)(=O)Nc3ccccc3OC)cc2)CC1
46) Cc1ccc(S(=O)(=O)N2CCCC(C(=O)NNCC(=O)Nc3cc(F)ccc3F)C2)cc1 (centres undefined)

compound no. | 41 | 42 | 43 | 44 | 45 | 46
Mdm2 MdmX PPI | 7 | 5 | 2 | 10 | 15 | 20
Jurkat NFkB inh | 12 | 10 | -5 | 14 | 13 | 6
tim23-1 inh | 31 | 38 | 11 | 8 | 14 | 8
CHOP UPR activ | 0.3 | 0.5 | 0.5 | 1.7 | 1.6 | -0.8
APJ ag | 2 | -3 | -4 | -1 | -3 | -4
697 NFkB inh | 9 | 4 | 12 | 8 | -6 | 10
APJ antag | 20 | 16 | 18 | 18 | -7 | -2
UPR XBP1 act | -3 | 0 | -1 | -3 | -4 | -6

Individual results from the list:
compound 4 in tim23-1 inh shows 11
compound 10 in tim23-1 inh shows 2
compound 41 in UPR XBP1 act shows -3
compound 43 in 697 NFkB inh shows 12
compound 27 in UPR XBP1 act shows -3
